H69AR growth 86K – growth inhibitors of human H69AR lung tumor cells. H69AR lung tumor viability, ATP luminescence, 72 h; active compounds read low. viability, % at 10 µM. hit rate 6% among 85,000;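 active = viability at or below 40%; inactive = viability above 40%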;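 note: multidrug resistant small cell line overexpressing MRP-1 efflux transporter; 100% = mean luminescence of untreated control wells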
CYP2C19 inhib – human CYP2C19 inhibition; inhibition, % at 5 µM; P33261; AID 778; hit rate 21% among 96,000; CYP2C19 Supersomes, luciferin-H EGE luminescence, 30 min;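 active = CYP2C19 inhibition above a set limit at 5 µM in the primary screen, cut at about 50% in these data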;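 note: plate controls were negative control wells for no effect and 2.5 mM tranylcypromine positive control for full effect; values of inactives mirror those of a sister screen read the other way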
Target sequence (P33261 whole entry, looked up): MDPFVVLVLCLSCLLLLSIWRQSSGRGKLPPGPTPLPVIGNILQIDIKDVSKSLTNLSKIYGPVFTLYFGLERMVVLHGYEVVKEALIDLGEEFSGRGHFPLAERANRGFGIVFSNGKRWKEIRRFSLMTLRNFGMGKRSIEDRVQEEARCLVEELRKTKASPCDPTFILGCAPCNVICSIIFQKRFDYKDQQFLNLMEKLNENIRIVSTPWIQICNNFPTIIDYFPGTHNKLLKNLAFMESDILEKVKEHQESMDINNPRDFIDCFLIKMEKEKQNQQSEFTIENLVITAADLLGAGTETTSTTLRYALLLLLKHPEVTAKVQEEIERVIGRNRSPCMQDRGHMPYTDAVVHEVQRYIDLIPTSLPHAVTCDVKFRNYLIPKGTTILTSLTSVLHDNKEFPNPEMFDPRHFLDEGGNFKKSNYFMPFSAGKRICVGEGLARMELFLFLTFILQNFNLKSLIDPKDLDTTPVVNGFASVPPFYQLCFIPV
HUVEC prolif 384 – inhibitors of human endothelial cell proliferation | HUVEC proliferation, CellTiter-Glo luminescence, 72 h; active compounds read low | viability, % at 10 µM (by protocol) | hit rate 1.1% among 86,000 | AID 648;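 active = viability at or below 30%; inactive = viability above 30%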;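 note: 100% = median luminescence of DMSO-only cell control wells on each plate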
Fibroblast inh – blocks proliferation of human lung fibroblasts; LL 47 human lung fibroblast viability, ATP luminescence; active compounds read low; viability, % at 10 µM; AID 719; hit rate 1.1% among 85,000;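 active = viability at or below 50% in the single dose screen; inactive = viability above 50%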;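 note: compound exposure lasted 72 h before the ATP readout; 100% = median luminescence of untreated cell-only wells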
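Test system: LL 47 human lung fibroblasts; Quantity: 1,150 cells/well; Buffer or medium: IMEM plus 15% FBS; Dosing: tenfold compound dosing solution, DMSO at 0.1%; Timing: overnight cell rest, 72 h compound treatment at 37 °C; Detection: ATP-based CellTiter-Glo luminescent readout; Read-out basis: viability percentage against median untreated-cell control; Controls: cell-only wells, no compound.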
ERa SRC1 inh – ER-alpha (human) coactivator binding inhibition. hit rate 1.7% among 86,000. inhibition, % at 25.6 µM. P03372. TR-FRET ER-alpha LBD / SRC-1 peptide, estradiol-bound; in the data active = inhibition above about 50%;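 note: 0% = receptor plus peptide control and 100% = peptide only without receptor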
Target sequence (P03372 whole entry, looked up, the tested form may be a part): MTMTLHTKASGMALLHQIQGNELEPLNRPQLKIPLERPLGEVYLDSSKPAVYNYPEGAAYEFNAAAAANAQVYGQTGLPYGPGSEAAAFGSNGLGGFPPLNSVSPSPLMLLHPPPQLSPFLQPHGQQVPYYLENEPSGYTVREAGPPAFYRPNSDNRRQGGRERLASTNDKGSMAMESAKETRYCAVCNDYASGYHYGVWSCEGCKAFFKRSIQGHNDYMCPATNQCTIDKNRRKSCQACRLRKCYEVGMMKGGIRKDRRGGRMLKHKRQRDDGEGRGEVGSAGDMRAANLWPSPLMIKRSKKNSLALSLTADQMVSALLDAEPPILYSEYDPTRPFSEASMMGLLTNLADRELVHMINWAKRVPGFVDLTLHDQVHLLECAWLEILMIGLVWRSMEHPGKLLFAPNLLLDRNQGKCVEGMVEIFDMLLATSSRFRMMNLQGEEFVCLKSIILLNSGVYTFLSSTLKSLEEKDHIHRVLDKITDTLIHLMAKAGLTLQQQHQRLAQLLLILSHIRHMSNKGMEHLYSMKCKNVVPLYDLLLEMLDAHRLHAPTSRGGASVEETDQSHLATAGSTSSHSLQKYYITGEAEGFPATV
CYP2C19 act – increases human CYP2C19 enzyme activity | P33261 | activation factor at 5 µM | AID 1025 | recombinant CYP2C19, luciferin-H EGE luminescence; active compounds read high; 0 = fully inhibited enzyme, 1 = untreated enzyme | 96,000 tested, under 10 active;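 active = activation factor of at least 2 at 5 µM in the primary screen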;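 note: 0 = wells with 2.5 mM tranylcypromine and 1 = vehicle-only wells; values of inactives mirror those of a sister screen read the other way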
Mac1 fbg inh – CD11b/CD18-fibrinogen binding inhibition | hit rate 0.54% among 93,000 | K562 CD11b/CD18 adhesion to fibrinogen, ATPlite luminescence; Mn2+ added to activate the integrin | inhibition, % at 10 µM;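 active = primary inhibition of 50% or more at 10 µM, then 40% or more on retest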; note: some results filed as inactive read as strong as hits
ERa SRC1 pot – ER-alpha (human) coactivator binding potentiation. P03372. TR-FRET ERalpha-LBD/SRC-Cy5 coactivator binding, 2 h; 100 = basal binding, no effect. coactivator binding (% of control), % at 25.6 µM. hit rate 1.3% among 86,000. AID 639; in the data active = activity above about 200%;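 note: binding measured in presence of low estradiol as agonist stimulus; 0% = peptide alone without receptor and 100% = receptor with peptide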
Mac1 fbg enh – enhancers of human CD11b/CD18 binding to fibrinogen; K562 CD11b/CD18 adhesion to fibrinogen, ATPlite luminescence; activation, % at 10 µM; hit rate 0.07% among 93,000;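 active = 10 µM primary screen giving 50% or more activity, confirmed by 40% or more on retest at that dose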; note: strong numbers were not always called active
Starred values were filed as active, the others as inactive; x = not tested or not shown; [ ] = remark or other dose.

SMILES	H69AR growth 86K	CYP2C19 inhib	HUVEC prolif 384	Fibroblast inh	ERa SRC1 inh	CYP2C19 act	Mac1 fbg inh	ERa SRC1 pot	Mac1 fbg enh
Cc1cc(-c2ccco2)n(CC(=O)NCc2ccco2)n1	67	9	90	101	4	0.9	-9	117	1
COCCN=C1Sc2nc3c(C)cccc3cc2CN1Cc1ccco1	70	30	106	90	2	0.7	x	81	x
CCC(C)NC(=O)C1CN(S(=O)(=O)c2ccccc2)CCN1S(=O)(=O)c1ccccc1 (stereo not drawn)	52	66*	99	98	28[fluorescence artefact?]	0.3	-3	88	-1
O=C(Nc1cccc(Cl)c1)c1csc(-c2ccccc2)n1	x	-10	x	x	x	1.1	-5	x	-1
Cc1c(C(=O)N2CCC(C)CC2)sc2ncnc(N(C)c3ccccc3)c12	69	x	93	93	-10	x	x	90	x
CC1Cc2ccccc2N1C(=O)c1ccnc(C(C)(C)C)c1 (stereo not drawn)	87	47	97	94	-14	0.5	3	101	-1
COc1ccc(-c2nc3ccncc3[nH]2)cc1OC	92	11	92	96	-3	0.9	8	93	2
CNc1oc(-c2ccc(Cl)cc2)nc1C#N	96	32	96	98	-19[fluorescence artefact?]	0.7	x	101	x
COc1ccc2nc3sc(C(=O)NCc4cccs4)c(N)c3cc2c1	75	77*	100	105	54*[fluorescence artefact?]	0.2	1	90	32
CC(C)CCC1CC(CSC(=N)N)OC1=O (stereo not drawn)	86	1	80	104	-14	1	11	98[fluorescence artefact?]	-3
Cc1ccc(C)c(-c2cc(C(=O)NCc3cccs3)c3ccccc3n2)c1	x	29	x	x	x	0.7	1	x	2
CCCNc1nc2c(c(=O)[nH]c(=O)n2C)n1CCCc1ccccc1	97	17	98	98	-2[fluorescence artefact?]	0.8	18	125	-4
COCCCN1C(=O)C(=O)/C(=C(/O)c2ccc3c(c2)OCCO3)C1c1ccc(C(=O)OC)cc1 (stereo not drawn)	105	4	98	98	77*[fluorescence artefact?]	1	-5	68	-1
Cc1ccc(OCc2nn3c(-c4ccco4)nnc3s2)cc1	94	-7	96	111	7[fluorescence artefact?]	1.1	2	120	-2
CN1CC=C2C(C#N)=C(N)C(C#N)(C#N)C(c3cccc(Cl)c3Cl)C2C1 (stereo not drawn)	15*	93*	71	78	3	0.1	6	113	0
O=C(NC1CCCc2ccccc21)C1CCCO1 (stereo not drawn)	87	4	105	101	-1	1	-2	126	2
COc1cc(C(=O)Nc2ccc(NC(=O)c3ccco3)nc2)cc(OC)c1OC	82	10	80	99	0[fluorescence artefact?]	0.9	-17	101	5
Cn1cccc1C(=S)N=P(C1CCCCC1)(N1CCOCC1)N1CCOCC1	85	12	105	97	-4	0.9	-2	100	-6
CC1CCCN(C(=O)C(C)Sc2nc(-c3ccccc3)cc(C(F)(F)F)n2)C1 (stereo not drawn)	42	71*	98	85	-1	0.3	30	85	-1
O=C(NCCN1CCCC1=O)Nc1ccccc1	93	-7	104	94	-9	1.1	-4	105	-3
Cc1ccccc1Oc1ccc(S(=O)(=O)NCCC(=O)O)cc1	78	-6	94	98	9	1.1	3	115	0
COC(=O)c1c(N)sc(C(C)=O)c1C	89	-1	92	110	0	1	1	96	0
C=CCNc1ncnc2ccc(Br)cc12	80	21	83	97	8	0.8	28	83	-3
COc1ccc(C(=O)NN(C)c2nc(-c3ccccc3)cc(C)c2S(C)(=O)=O)cc1	85	11	87	105	4	0.9	-6	85	-2
CC(Sc1nnc(C(C)N(C)C)n1-c1ccc(Cl)cc1)C(=O)Nc1ccc2c(c1)OCO2 (stereo not drawn)	92	15	81	93	-7	0.9	x	97	x

Structural class, those above with a cyano group (two)
SMILES	H69AR growth 86K	CYP2C19 inhib	HUVEC prolif 384	Fibroblast inh	ERa SRC1 inh	CYP2C19 act	Mac1 fbg inh	ERa SRC1 pot	Mac1 fbg enh
CNc1oc(-c2ccc(Cl)cc2)nc1C#N	96	32	96	98	-19[fluorescence artefact?]	0.7	x	101	x
CN1CC=C2C(C#N)=C(N)C(C#N)(C#N)C(c3cccc(Cl)c3Cl)C2C1 (stereo not drawn)	15*	93*	71	78	3	0.1	6	113	0

Next records
SMILES	H69AR growth 86K	CYP2C19 inhib	HUVEC prolif 384	Fibroblast inh	ERa SRC1 inh	CYP2C19 act	Mac1 fbg inh	ERa SRC1 pot	Mac1 fbg enh
CCOC(=O)Nc1nnc(-c2cccc(OC)c2)s1	97	30	102	107	7[fluorescence artefact?]	0.7	-25	77[fluorescence artefact?]	2
Cc1ccc(S(=O)(=O)CCc2nc3ccccc3s2)cc1	91	x	77	87	-5	x	x	99	x
COc1ccc(CN2C(=O)CN=C2Nc2ccc(C)cc2C)cc1	86	83*	94	91	1	0.2	-38	128	4
COc1ccc(C(C)=O)cc1COC(=O)Cn1cnc2ccccc2c1=O	83	28	92	96	-10	0.7	2	129	-2
Cc1ccc(C)c(NC2=NCC(=O)N2C2CCCCC2)c1	100	x	101	70	11	x	x	105	x
CN(C)c1oc(COc2ccccc2F)nc1C#N	107	92*	96	100	-40	0.1	6	114	5
COc1ccc(-c2cc3ccccc3n2CC(O)CN2CCOCC2)cc1 (stereo not drawn)	77	95*	96	96	2	0	14	108	0
O=C(NC1CC1)c1cccc(Nc2ccc(-c3ccc4c(c3)OCCO4)nn2)c1	32*	44	73	83	5	0.6	24	93	0
CCOc1ccccc1NC=C1C(=O)OC(C)(C)OC1=O	92	17	92	89	-1[fluorescence artefact?]	0.8	x	113	x
C=CCOc1cccc(C2c3c(oc4ccccc4c3=O)C(=O)N2c2ccccn2)c1 (stereo not drawn)	26*	38	63	87	0	0.6	-4	135	5
Cn1nnnc1SCC(=O)NCC(=O)c1ccccc1	86	-2	98	103	-8	1	-18	95	0
COc1ccc(Cl)cc1-n1c(C)cc(C=O)c1C	106	87*	97	101	-2	0.1	8	80	-1
CCCC(O)(c1ccc(OC)cc1)C(CN(C)C)c1ccccc1 (stereo not drawn)	96	-13	86	98	-4	1.1	9	113	-2
COC(=O)c1cc2nc(-c3ccc(OC)c(OC)c3)cc(C(F)(F)F)n2n1	73	-5	100	97	9	1.1	5	125	-1
COc1ccc(N2CCN(C(=O)c3ccc4c(=O)n(CC5CCCO5)c(=O)[nH]c4c3)CC2)cc1 (stereo not drawn)	92	-2	98	x	1	1	-8	113	0
O=C(COc1ccccc1)N1CCN(S(=O)(=O)c2ccc(Cl)cc2)CC1	90	-6	102	96	5	1.1	2	85	-3
COc1ccc2[nH]c(=O)c(CN(CCO)S(=O)(=O)c3c(C)ccc4nsnc34)cc2c1	77	22	96	101	-1	0.8	-6	104	-7
N#Cc1nc(COc2ccccc2F)oc1NCc1ccc(F)cc1	68	55*	93	88	3[fluorescence artefact?]	0.4	-5	112[fluorescence artefact?]	-4
COCCNc1c2c(nc3c(-c4ccccc4)c(C)nn13)CCCC2	50	-8	75	87	-14	1.1	x	93	x
CCc1nc(NCCN2CCOCC2)c(C#N)c2c1CCCC2	94	69*	97	101	-8	0.3	-9	102	8
O=C(Cn1[nH]c(=O)c2ccccc2c1=O)NCc1cccnc1	102	11	96	93	-9	0.9	-2	122	-2
CC1=C(C(=O)OC2CCCCCCC2)C(c2cccc(O)c2)NC(=O)N1 (stereo not drawn)	96	81*	70	92	1	0.2	x	62	x
COC(=O)[C@H](CCSC)NC(=O)N1CCC(C)CC1	94	97*	90	97	1	0	-6	104	-2
CC/C(C)=N\N=C\c1c(O)n(CC)c2cc(C3=NNC(=O)CC3)ccc12	76	x	77	107	-23[fluorescence artefact?]	x	x	97[fluorescence artefact?]	x
CCN(CC)S(=O)(=O)c1ccc(N=N/C(C(C)=O)=C(/C)O)cc1	x	14	x	x	x	0.9	2	x	6

Some entries already given with just H69AR growth 86K.
| Compound | H69AR growth 86K |
| --- | --- |
| COc1ccc(CN2C(=O)CN=C2Nc2ccc(C)cc2C)cc1 | 86 |
| COc1ccc(C(C)=O)cc1COC(=O)Cn1cnc2ccccc2c1=O | 83 |
| Cc1ccc(C)c(NC2=NCC(=O)N2C2CCCCC2)c1 | 100 |
| CN(C)c1oc(COc2ccccc2F)nc1C#N | 107 |
| COc1ccc(-c2cc3ccccc3n2CC(O)CN2CCOCC2)cc1 (stereo not drawn) | 77 |
| O=C(NC1CC1)c1cccc(Nc2ccc(-c3ccc4c(c3)OCCO4)nn2)c1 | 32* |

Of the compounds above, these have a furan ring, fused or not:
SMILES	H69AR growth 86K	CYP2C19 inhib	HUVEC prolif 384	Fibroblast inh	ERa SRC1 inh	CYP2C19 act	Mac1 fbg inh	ERa SRC1 pot	Mac1 fbg enh
Cc1cc(-c2ccco2)n(CC(=O)NCc2ccco2)n1	67	9	90	101	4	0.9	-9	117	1
COCCN=C1Sc2nc3c(C)cccc3cc2CN1Cc1ccco1	70	30	106	90	2	0.7	x	81	x
Cc1ccc(OCc2nn3c(-c4ccco4)nnc3s2)cc1	94	-7	96	111	7[fluorescence artefact?]	1.1	2	120	-2
COc1cc(C(=O)Nc2ccc(NC(=O)c3ccco3)nc2)cc(OC)c1OC	82	10	80	99	0[fluorescence artefact?]	0.9	-17	101	5

Later entries.
SMILES	H69AR growth 86K	CYP2C19 inhib	HUVEC prolif 384	Fibroblast inh	ERa SRC1 inh	CYP2C19 act	Mac1 fbg inh	ERa SRC1 pot	Mac1 fbg enh
CCOc1ccc(NC(=O)CSc2nc3cccnc3n2CC)cc1	104	45	101	100	15[fluorescence artefact?]	0.6	-18	74[fluorescence artefact?]	4
N#Cc1c(NC(=O)c2ccccc2)sc2c1CCCCC2	85	x	104	100	-10	x	x	87	x
COCCN1Cc2cccc(C(=O)NC3CCCCCC3)c2C1=O	97	x	94	94	-20	x	x	109[fluorescence artefact?]	x
COc1cc(-c2nnc(SCC(=O)c3ccccc3)o2)cc(OC)c1OC	62	37	85	96	0[fluorescence artefact?]	0.6	-22	88	0
CC(c1ccccc1C(O)c1ccccc1)N(C)C (stereo not drawn)	x	0	x	x	x	1	-18	x	-1
Cn1nnnc1SCCNCC#Cc1ccccc1	x	85*	91	99	-1	0.1	-5	126[fluorescence artefact?]	1
Cc1onc(-c2ccccc2Cl)c1C(=O)N1CCc2ccccc21	82	69*	112	98	0	0.3	-2	120	-2
CCOc1ccc(NC(=O)CCC(=O)OC)cc1	83	31	97	99	-1	0.7	0	96[fluorescence artefact?]	-2
COc1ccc(N2C(=O)NC3CC2(C)Oc2ccc(Cl)cc23)cc1OC (stereo not drawn)	26*	27	96	91	-5	0.7	-9	118	-4
Cc1cc(NS(=O)(=O)c2ccc(NC(=O)CCc3ccccc3)cc2)no1	93	13	87	x	-3	0.9	46	92	0
CCn1c(Cc2ccccc2)nnc1SCC(=O)Nc1cc(C)on1	96	49	107	97	6	0.5	x	124	-1
Cc1nn(-c2ccccc2)c(C)c1C(=O)OCC(=O)NC(=O)NC1CCCC1	67	30	97	99	-3	0.7	-13	110	-1
COc1ccccc1CNC(=O)COC(=O)c1ccc(S(=O)(=O)N2CCCC2)cc1	96	16	102	108	-2	0.8	-7	104	-3
